Source: PubChem BioAssay (several laboratories)
SKKanGAS inh: S. pyogenes SKKanGAS growth inhibitors in kanamycin, primary screen, streptokinase expression inhibitor project, SKKanGAS strain, BacTiter-Glo luminescence | 6 h | inhibition, % at 7.5 µM | 300,000 compounds, 1.3% hits;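 active = mean replicate score, as percent of positive control median, at least 50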;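 also: strain carries kanamycin resistance gene driven by streptokinase promoter and grows in 40 µg/ml kanamycin; loss of luminescence reflects streptokinase promoter inhibition or plain growth inhibition; 0% = median of DMSO wells and 100% = positive control at its reference dose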
TRPC6 inh: mouse TRPC6 channel inhibitors, primary screen, cell-based, HEK293, membrane potential dye | ACh-evoked depolarization; active compounds read low | B-score at 10 µM | 310,000 compounds, 1.1% hits;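 active = B-score under library mean minus 3 SD, initial fluorescence not abnormally high, positive integrated signal ratio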;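 also: B-score derived from integrated fluorescence ratio over the kinetic read; more negative B-score means stronger inhibition of depolarization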
Target sequence (Q61143 whole entry, looked up): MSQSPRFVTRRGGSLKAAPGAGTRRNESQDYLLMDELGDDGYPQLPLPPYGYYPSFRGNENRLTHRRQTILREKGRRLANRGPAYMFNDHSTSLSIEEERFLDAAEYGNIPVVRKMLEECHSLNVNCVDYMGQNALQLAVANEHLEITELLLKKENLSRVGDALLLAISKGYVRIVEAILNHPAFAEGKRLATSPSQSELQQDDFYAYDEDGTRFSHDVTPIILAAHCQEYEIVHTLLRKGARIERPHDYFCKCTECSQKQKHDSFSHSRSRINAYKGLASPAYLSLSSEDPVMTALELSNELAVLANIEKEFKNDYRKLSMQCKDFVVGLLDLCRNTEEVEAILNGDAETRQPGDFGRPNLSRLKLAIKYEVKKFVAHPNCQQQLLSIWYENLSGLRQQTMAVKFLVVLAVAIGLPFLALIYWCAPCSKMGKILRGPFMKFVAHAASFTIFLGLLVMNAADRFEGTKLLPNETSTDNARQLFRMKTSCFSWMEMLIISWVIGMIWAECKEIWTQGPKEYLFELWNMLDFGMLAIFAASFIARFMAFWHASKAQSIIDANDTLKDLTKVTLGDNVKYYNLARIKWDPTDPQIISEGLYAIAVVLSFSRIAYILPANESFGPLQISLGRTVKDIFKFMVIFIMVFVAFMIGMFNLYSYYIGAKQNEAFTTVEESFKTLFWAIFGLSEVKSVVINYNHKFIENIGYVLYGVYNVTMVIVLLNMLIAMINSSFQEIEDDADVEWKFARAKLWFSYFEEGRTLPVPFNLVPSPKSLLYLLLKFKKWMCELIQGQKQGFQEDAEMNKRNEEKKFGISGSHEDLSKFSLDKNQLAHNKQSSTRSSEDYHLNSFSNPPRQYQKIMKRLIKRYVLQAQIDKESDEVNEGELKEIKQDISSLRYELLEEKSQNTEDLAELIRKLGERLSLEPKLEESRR
aSyn UTR inh: MLPCN primary screen, SNCA 5' untranslated region | 300,000 compounds, 0.82% hits | alpha-synuclein 5'UTR reporter, inhibitor activity | inhibition, % (tested at 7.5 µM) | AID 1813, 2009; in the data active = inhibition above about 60%;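 also: H4 neuroglioblastoma cells stably carrying SNCA 5'UTR luciferase fusion; 0% = DMSO wells and 100% = positive control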
IEC-6 cytotox: cytotoxicity in IEC-6 intestinal epithelial cells, primary screen, cytotoxicity control for KLF5 inhibitor project, cell-based, luminescence; 290,000 compounds, 0.78% hits; IEC-6 cytotoxicity, luminescence viability; inhibition, % at 5 µM; in the data active = inhibition above about 22%;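 also: 0% = plate median of test compound wells and 100% = cytotoxic reference compound wells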
TRPC4 potent: positive allosteric modulators of TRPC4, primary screen, cell-based, mouse TRPC4beta, HEK293 mu-opioid, Fluo-4 calcium. AID 2227, 2009. 310,000 compounds, 0.42% hits. DAMGO EC20, Fluo-4 Ca2+ flux; active compounds read high. Short transient receptor potential channel 4 (Mus musculus), Q9QUQ5. B-score at 10 µM;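 active = B-score of calcium response area above 5 SD of library B-scores, with initial fluorescence ratio within 5 SD of library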;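 also: B-score of integrated fluorescence ratio over time as area under calcium response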
TRPC4 agonist: activators of mouse TRPC4 channel, primary screen, Fluo4 calcium, HEK293 TRPC4beta/mu-opioid cells; Short transient receptor potential channel 4 (Mus musculus), Q9QUQ5; Fluo4 calcium fluorescence; active compounds read high; B-score at 10 µM; 310,000 compounds, 0.49% hits; AID 2237, 2010;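 active = B-score above 5 SD of library B-scores, and initial fluorescence ratio not above library mean plus 5 SD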;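 also: positive B-score marks a calcium rise read as TRPC4 activation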
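System: HEK293 cells stably co-expressing mouse TRPC4beta and mu-opioid receptor; Schedule: Fluo4 dye loading 45 min at room temperature, 110 s recording; Detection: Fluo4 fluorescence, kinetic; Evaluation: B-scored integrated calcium fluorescence ratio; Controls: buffer (low) and maximal DAMGO (high).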
MrgX1 antag: antagonists of human MrgX1 receptor, primary screen, HEK293 cells, Fluo-4 calcium flux; Mas-related G-protein coupled receptor member X1 (Homo sapiens), Q96LB2; B-score at 10 µM; AID 588676, 2011; BAM8-22 antagonism; active compounds read low; 310,000 compounds, 1.3% hits;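 active = calcium-response B-score plate-corrected more than 3 library SD below zero, starting fluorescence within 5 deviations, no agonist response on first addition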;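 also: peak minus trough fluorescence over baseline after final BAM8-22 challenge near maximal dose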
HIF act: HIF pathway transcriptional activators, primary screen, cell-based, U2OS HRE-luciferase, luminescence; activation, % at 7.5 µM (by protocol); U2OS HRE-luciferase reporter; normalized: DMSO 0%, desferrioxamine 100%; 300,000 compounds, 0.32% hits;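 active = mean activation of at least 10% of the iron chelator positive control signal, with at least half of replicates also reaching 10%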
KLF5 inhibitor: KLF5 expression inhibitors, primary screen, DLD-1 cells, luminescence | DLD-1 KLF5 promoter-luciferase reporter | inhibition, % at 5 µM | 290,000 compounds, 0.23% hits;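 active = inhibition above a per-plate limit of that plate's mean compound inhibition plus 3 SD, cut at about 60% in these data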;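 also: 0% = DMSO wells and 100% = LY294002 at 200 µM; higher means less KLF5 promoter-driven luciferase light; inactives centre near -14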
TRPC6 activator: mouse TRPC6 channel activators, primary screen, cell-based, HEK293, membrane potential dye. HEK293-TRPC6 membrane potential dye fluorescence; active compounds read high. B-score at 10 µM. Short transient receptor potential channel 6 (Mus musculus), Q61143. 310,000 compounds, 0.13% hits;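 active = B-score of the integrated fluorescence ratio above library mean plus 3 SD, and starting fluorescence ratio within library mean plus 5 SD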;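 also: higher score means more depolarization so channel activation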
TRPC4 block: inhibitors of mouse TRPC4 channel, primary screen, Fluo4 calcium, HEK293 TRPC4beta/mu-opioid cells | B-score at 10 µM | Short transient receptor potential channel 4 (Mus musculus), Q9QUQ5 | AID 2247, 2010 | 300,000 compounds, 0.39% hits | DAMGO-evoked Fluo4 calcium flux; active compounds read low;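 active = B-score over 3 SD under the library average, no early fluorescence shift, positive overall ratio signal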
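Signal: kinetic Fluo4 fluorescence imaging of calcium influx. Material: stable TRPC4beta/mu-opioid receptor HEK293 cells. Probe or stimulus: DAMGO in two steps, submaximal then maximal.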
* marks the source's active call; other numbers are inactive results.

CC1CC(C)CN(CCCCOc2ccc([N+](=O)[O-])cc2)C1 (stereo unspecified) was read as SKKanGAS inh -1, TRPC6 inh inactive, aSyn UTR inh 0, IEC-6 cytotox 1, TRPC4 potent inactive, TRPC4 agonist inactive, MrgX1 antag inactive, HIF act -0.3, KLF5 inhibitor 7, TRPC6 activator inactive and TRPC4 block inactive.
For C=CCNC(=O)c1ccc(N(Cc2ccccc2)S(C)(=O)=O)cc1 the results were SKKanGAS inh -1, TRPC6 inh inactive, aSyn UTR inh 1, IEC-6 cytotox 9, TRPC4 potent inactive, TRPC4 agonist inactive, MrgX1 antag inactive, HIF act 0.1, KLF5 inhibitor -6, TRPC6 activator inactive and TRPC4 block inactive.
`CCOCCCNC(=O)C(c1ccc(Cl)cc1)N(Cc1cccs1)C(=O)CNC(C)=O` (stereo unspecified) gave SKKanGAS inh -2, TRPC6 inh inactive, aSyn UTR inh 19, IEC-6 cytotox 8, TRPC4 potent inactive, TRPC4 agonist inactive, MrgX1 antag inactive, HIF act 0.1, KLF5 inhibitor -5, TRPC6 activator inactive and TRPC4 block inactive.
`CC(C)C(c1nnnn1CCc1ccccc1)N1CCSCC1` (stereo unspecified) gave SKKanGAS inh -10, TRPC6 inh inactive, aSyn UTR inh 10, IEC-6 cytotox -3, TRPC4 potent inactive, TRPC4 agonist inactive, MrgX1 antag inactive, HIF act -0.4, KLF5 inhibitor -2, TRPC6 activator inactive and TRPC4 block inactive.
`O=C(Nc1nnc(SCCC2OCCO2)s1)C1CC(=O)N(c2ccccc2)C1` (stereo unspecified) gave SKKanGAS inh 27, TRPC6 inh inactive, aSyn UTR inh 3, IEC-6 cytotox -8, TRPC4 potent inactive, TRPC4 agonist inactive, MrgX1 antag inactive, HIF act 0.7, KLF5 inhibitor -30, TRPC6 activator inactive and TRPC4 block inactive.
`O=C(COC(=O)/C=C/c1ccco1)Nc1ncc(Cl)cc1Cl` gave SKKanGAS inh 7, TRPC6 inh inactive, aSyn UTR inh 16, IEC-6 cytotox -2, TRPC4 potent inactive, TRPC4 agonist inactive, MrgX1 antag inactive, HIF act -0.4, KLF5 inhibitor -19, TRPC6 activator inactive and TRPC4 block inactive.
Screening O=C(O)CSc1nnc2n(-c3ccccc3)c(=O)c3ccccc3n12 returned SKKanGAS inh -2, TRPC6 inh inactive, aSyn UTR inh 4, IEC-6 cytotox -4, TRPC4 potent inactive, TRPC4 agonist inactive, MrgX1 antag inactive, HIF act -0.1, KLF5 inhibitor -29, TRPC6 activator inactive and TRPC4 block inactive.
Screening COCCNC(=O)Cn1nc(Cc2ccncc2)c2ccccc2c1=O returned SKKanGAS inh -4, TRPC6 inh inactive, aSyn UTR inh -13, IEC-6 cytotox 2, TRPC4 potent inactive, TRPC4 agonist inactive, MrgX1 antag inactive, HIF act -0.1, KLF5 inhibitor -24, TRPC6 activator inactive and TRPC4 block inactive.
O=C(CNC(=S)N(Cc1ccccc1)Cc1ccccc1F)NCCc1ccccc1 was read as SKKanGAS inh 3, TRPC6 inh inactive, aSyn UTR inh 4, IEC-6 cytotox 1, TRPC4 potent inactive, TRPC4 agonist inactive, MrgX1 antag inactive, HIF act -2.3, KLF5 inhibitor -6, TRPC6 activator inactive and TRPC4 block inactive.
COc1cccc(C2C(C(=O)Nc3ccc(C)cc3C)=C(C)Nc3ncnn32)c1OC (stereo unspecified) was read as SKKanGAS inh 10, TRPC6 inh inactive, aSyn UTR inh 4, IEC-6 cytotox 5, TRPC4 potent inactive, TRPC4 agonist inactive, MrgX1 antag inactive, HIF act 0.0, KLF5 inhibitor -13, TRPC6 activator inactive and TRPC4 block inactive.
`CCOc1ccc(Cl)cc1CNCCCSc1ncccn1` gave SKKanGAS inh 0, TRPC6 inh inactive, aSyn UTR inh -7, IEC-6 cytotox -1, TRPC4 potent inactive, TRPC4 agonist inactive, MrgX1 antag inactive, HIF act -0.8, KLF5 inhibitor 4, TRPC6 activator inactive and TRPC4 block inactive.
For CC(=O)Nc1ccc(S(=O)(=O)NC(C(=O)O)C2=CCC=CC2)cc1 (stereo unspecified) the results were SKKanGAS inh -12, TRPC6 inh inactive, aSyn UTR inh -1, IEC-6 cytotox -8, TRPC4 potent inactive, TRPC4 agonist inactive, MrgX1 antag inactive, KLF5 inhibitor 4, TRPC6 activator inactive and TRPC4 block inactive.
Screening Cc1[nH][nH]c(=O)c1C=NCc1cccc(C(F)(F)F)c1 returned SKKanGAS inh 1, TRPC6 inh inactive, aSyn UTR inh 4, IEC-6 cytotox 0, TRPC4 potent inactive, TRPC4 agonist inactive, MrgX1 antag inactive, HIF act -0.1, KLF5 inhibitor -29, TRPC6 activator inactive and TRPC4 block inactive.
Cc1ccc(C(O)(c2ccccc2)c2ccccc2C(C)N(C)C)c(C)c1 (stereo unspecified) was read as SKKanGAS inh 3, TRPC6 inh inactive, aSyn UTR inh -10, IEC-6 cytotox 7, TRPC4 potent inactive, TRPC4 agonist inactive, MrgX1 antag inactive, HIF act -0.2, KLF5 inhibitor -31, TRPC6 activator inactive and TRPC4 block inactive.
Screening COc1ccc(/C=N/NC(=O)CC(=O)NCc2cccnc2)cc1[N+](=O)[O-] returned SKKanGAS inh 0, TRPC6 inh inactive, aSyn UTR inh 1, IEC-6 cytotox 3, TRPC4 potent inactive, TRPC4 agonist inactive, MrgX1 antag inactive, HIF act 0.0, KLF5 inhibitor 16, TRPC6 activator inactive and TRPC4 block inactive.

Brought forward from above: 2 entries, then new ones.
Cc1ccc(C(O)(c2ccccc2)c2ccccc2C(C)N(C)C)c(C)c1 (stereo unspecified) was read as SKKanGAS inh 3, TRPC6 inh inactive, aSyn UTR inh -10, IEC-6 cytotox 7, TRPC4 potent inactive, TRPC4 agonist inactive, MrgX1 antag inactive, HIF act -0.2, KLF5 inhibitor -31, TRPC6 activator inactive and TRPC4 block inactive.
Screening COc1ccc(/C=N/NC(=O)CC(=O)NCc2cccnc2)cc1[N+](=O)[O-] returned SKKanGAS inh 0, TRPC6 inh inactive, aSyn UTR inh 1, IEC-6 cytotox 3, TRPC4 potent inactive, TRPC4 agonist inactive, MrgX1 antag inactive, HIF act 0.0, KLF5 inhibitor 16, TRPC6 activator inactive and TRPC4 block inactive.
CCn1ncc(N2CCOCC2)c(Cl)c1=O was read as SKKanGAS inh -2, TRPC6 inh inactive, aSyn UTR inh 4, IEC-6 cytotox -4, TRPC4 potent inactive, TRPC4 agonist inactive, MrgX1 antag inactive, HIF act 0.6, KLF5 inhibitor 1, TRPC6 activator inactive and TRPC4 block inactive.
Screening COC(=O)c1c(NC(=O)COC(=O)CC(NC(C)=O)c2ccccc2)sc(C)c1C (stereo unspecified) returned SKKanGAS inh 3, TRPC6 inh inactive, aSyn UTR inh -1, TRPC4 potent inactive, TRPC4 agonist inactive, MrgX1 antag inactive, HIF act 2.5, TRPC6 activator inactive and TRPC4 block inactive.
Screening CC(C)CC(NC(N)=O)C(=O)OCC(=O)Nc1ccc(OC(F)F)cc1 (stereo unspecified) returned SKKanGAS inh -3, TRPC6 inh inactive, aSyn UTR inh 6, IEC-6 cytotox 2, TRPC4 potent inactive, TRPC4 agonist inactive, MrgX1 antag inactive, HIF act 0.7, KLF5 inhibitor -23, TRPC6 activator inactive and TRPC4 block inactive.
CCc1nnc(NC(=O)C2=CCN(S(=O)(=O)c3ccc(F)cc3)CC2)s1 was read as SKKanGAS inh -7, TRPC6 inh inactive, aSyn UTR inh -24, IEC-6 cytotox -3, TRPC4 potent inactive, TRPC4 agonist inactive, MrgX1 antag inactive, HIF act -0.1, KLF5 inhibitor -21, TRPC6 activator inactive and TRPC4 block inactive.
Screening COc1cccc(-c2cc(C(=O)Nc3cccnc3)c3ccccc3n2)c1 returned SKKanGAS inh -3, TRPC6 inh inactive, aSyn UTR inh -7, IEC-6 cytotox -2, TRPC4 potent inactive, TRPC4 agonist inactive, MrgX1 antag inactive, HIF act -10, KLF5 inhibitor -15, TRPC6 activator inactive and TRPC4 block inactive.
For COc1ccc(Nc2ccc(N3C(=O)CCCC3=O)cc2[N+](=O)[O-])cc1OC the results were SKKanGAS inh 14, TRPC6 inh inactive, aSyn UTR inh 14, IEC-6 cytotox 1, TRPC4 potent inactive, TRPC4 agonist inactive, MrgX1 antag inactive, HIF act 0.0, KLF5 inhibitor -23, TRPC6 activator inactive and TRPC4 block inactive.
`Cc1ccccc1NC(=O)CSC1=C(C#N)C(c2ccsc2)CC(=O)N1` (stereo unspecified) gave SKKanGAS inh 0, TRPC6 inh inactive, aSyn UTR inh -84, IEC-6 cytotox 0, TRPC4 potent inactive, TRPC4 agonist inactive, MrgX1 antag inactive, HIF act 1.5, KLF5 inhibitor -57, TRPC6 activator inactive and TRPC4 block inactive.
For CNC(=O)NC(=O)C(C)OC(=O)CCCc1nc2ccccc2s1 (stereo unspecified) the results were SKKanGAS inh 4, TRPC6 inh inactive, aSyn UTR inh -9, IEC-6 cytotox 2, TRPC4 potent inactive, TRPC4 agonist inactive, MrgX1 antag inactive, HIF act -1.1, KLF5 inhibitor -23, TRPC6 activator inactive and TRPC4 block inactive.
`COC(=O)CN(c1cc([N+](=O)[O-])ccc1OC)S(C)(=O)=O` gave SKKanGAS inh 4, TRPC6 inh inactive, aSyn UTR inh -12, IEC-6 cytotox -3, TRPC4 potent inactive, TRPC4 agonist inactive, MrgX1 antag inactive, HIF act -0.4, KLF5 inhibitor -24, TRPC6 activator inactive and TRPC4 block inactive.
Screening CC(C)CCNC(=O)C1CCC(CNS(=O)(=O)c2cccc3nsnc23)CC1 (stereo unspecified) returned SKKanGAS inh -2, TRPC6 inh inactive, aSyn UTR inh -50, IEC-6 cytotox 8, TRPC4 potent inactive, TRPC4 agonist inactive, MrgX1 antag inactive, HIF act 0.3, KLF5 inhibitor -14, TRPC6 activator inactive and TRPC4 block inactive.
For O/N=C/c1ccc2cccc(O)c2n1 the results were SKKanGAS inh 12, TRPC6 inh inactive, aSyn UTR inh -43, IEC-6 cytotox -1, TRPC4 potent inactive, TRPC4 agonist inactive, MrgX1 antag inactive, HIF act 0.1, KLF5 inhibitor 3, TRPC6 activator inactive and TRPC4 block inactive.
